AHR act: activates the human aryl hydrocarbon receptor; activation, % at 5 µM; hit rate 2.5% among 320,000; AHR-responsive luciferase reporter cells, luminescence; AID 2796; P35869; in the data active = activation above about 47%;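 note: 0% = vehicle wells and 100% = reference agonist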
Target sequence (P35869 whole entry, looked up): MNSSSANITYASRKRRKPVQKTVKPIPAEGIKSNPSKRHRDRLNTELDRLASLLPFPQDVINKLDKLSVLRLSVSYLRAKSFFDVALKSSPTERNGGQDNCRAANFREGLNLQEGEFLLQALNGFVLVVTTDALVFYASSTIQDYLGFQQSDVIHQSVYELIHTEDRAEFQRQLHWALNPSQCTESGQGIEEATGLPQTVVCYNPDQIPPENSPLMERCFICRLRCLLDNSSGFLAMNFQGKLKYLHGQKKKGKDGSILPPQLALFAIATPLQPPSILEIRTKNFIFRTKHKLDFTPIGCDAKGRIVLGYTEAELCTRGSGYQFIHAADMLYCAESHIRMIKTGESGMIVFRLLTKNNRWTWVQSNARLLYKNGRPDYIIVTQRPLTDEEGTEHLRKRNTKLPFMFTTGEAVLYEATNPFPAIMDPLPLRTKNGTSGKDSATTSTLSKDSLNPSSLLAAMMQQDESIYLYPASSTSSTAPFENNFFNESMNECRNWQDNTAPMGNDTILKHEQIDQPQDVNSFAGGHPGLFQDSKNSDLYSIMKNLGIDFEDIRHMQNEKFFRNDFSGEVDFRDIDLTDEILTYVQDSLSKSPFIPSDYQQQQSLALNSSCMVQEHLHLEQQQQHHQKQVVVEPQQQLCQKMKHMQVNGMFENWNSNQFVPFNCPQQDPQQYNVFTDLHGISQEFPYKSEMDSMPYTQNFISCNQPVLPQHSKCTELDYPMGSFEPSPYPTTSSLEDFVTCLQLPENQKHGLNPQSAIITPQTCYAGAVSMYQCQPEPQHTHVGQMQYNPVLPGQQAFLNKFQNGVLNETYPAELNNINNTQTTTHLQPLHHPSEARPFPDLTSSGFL
proCasp7 act: counter-screen: procaspase-7 (human) activation; P55210; recombinant procaspase-7, Ac-DEVD-pNA absorbance 405 nm; D23A/D198A/D206A triple mutant, cannot self-cleave; scale: DMSO 0, 5 µM enzyme 100; activation, % at 8.5 µM; hit rate 0.093% among 330,000; AID 463210;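 active = percent activation above the screen-wide mean plus 3 SD, cut at about 25% in these data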
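Assay system: Uncleavable procaspase-7 mutant enzyme | Input: 2 µM procaspase-7 mutant as dispensed | Timing: 1 h compound preincubation, 2 h substrate cleavage, 25 °C | Repeats: One well per compound | Control set: DMSO wells as 0%, DMSO with 5 µM added PC-7 as 100% | Technique: Epi-absorbance of released pNA at 405 nm, two timepoints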
proCasp3 act: activators of human procaspase-3 | recombinant procaspase-3 D3A, Ac-DEVD-pNA absorbance 405 nm | P42574 | AID 463141 | hit rate 0.11% among 330,000 | activation, % at 8.5 µM;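 active = activation above the mean of all tested compounds plus 3 SD, cut at about 21% in these data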;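 note: 0% = DMSO alone and 100% = DMSO wells spiked with extra 5 µM PC-3 D3A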
Target sequence (P42574 whole entry D9A/D28A/D175A): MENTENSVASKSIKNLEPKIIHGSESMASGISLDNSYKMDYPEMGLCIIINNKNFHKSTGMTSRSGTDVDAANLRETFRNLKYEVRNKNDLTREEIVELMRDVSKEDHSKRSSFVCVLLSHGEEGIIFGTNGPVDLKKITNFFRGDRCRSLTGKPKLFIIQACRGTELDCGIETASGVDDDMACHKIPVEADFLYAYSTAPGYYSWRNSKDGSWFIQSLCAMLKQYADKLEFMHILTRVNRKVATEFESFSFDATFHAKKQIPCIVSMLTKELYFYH
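System: Procaspase-3 D3A mutant. Medium: Zinc-free 300 mM NaCl, 50 mM HEPES, 0.01% Triton X-100. Schedule: 1 h preincubation plus 2 h reaction at 25 °C. Measured by: 405 nm absorbance of p-nitroaniline, reads at 0 and 120 min. Read-out: percent activation relative to control range.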
CIT2 TOR yeast: alters CIT2-GFP fluorescence in TOR pathway yeast screen. AID 2029. S. cerevisiae CIT2-GFP strain, flow cytometry, 3 h; 100 means same as DMSO wells. hit rate 0.065% among 320,000. GFP response vs DMSO, % at 10 µM;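 active = GFP response relative to DMSO above a set limit, near the screen mean plus 3 SD, cut at about 150% in these data; inconclusive = Fewer than 70 cells measured for a yeast strain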;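 note: ratio of well median GFP fluorescence to mean of DMSO wells on the plate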
AGP1 TOR yeast: modulators of TOR pathway AGP1-GFP in S. cerevisiae; S. cerevisiae AGP1-GFP multiplex flow cytometry, 3 h; GFP as percent of DMSO wells; GFP response vs DMSO, % at 10 µM; hit rate 0.02% among 320,000; AID 2066;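 active = GFP response relative to DMSO above a set limit, near screen average plus 3 SD, cut at about 150% in these data; inconclusive = fewer than 70 cells counted for the yeast strain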;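 note: median GFP channel fluorescence of the gated AGP1 strain per well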
RPL19A TOR yeast: alters RPL19A-GFP fluorescence in TOR pathway yeast screen; S. cerevisiae RPL19A-GFP strain, flow cytometry, 3 h; hits give low values; percent response vs DMSO, % at 10 µM; hit rate 0.3% among 330,000;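 active = percent response vs DMSO below 50%; inconclusive = fewer than 70 events counted for the yeast strain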;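 note: median channel GFP fluorescence of the barcoded RPL19A-GFP strain; ratio of sample median GFP to plate DMSO average so 100% = DMSO; lower means less RPL19A-GFP as with rapamycin TOR inhibition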
MEP2 TOR yeast: yeast TOR pathway MEP2-GFP modulation; S. cerevisiae MEP2-GFP strain, flow cytometry GFP, 3 h; 100% = DMSO control level; GFP response vs DMSO, % at 10 µM; hit rate 0.51% among 330,000;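 active = GFP response versus DMSO above a set limit, roughly screen mean plus 3 SD, cut at about 180% in these data; inconclusive = fewer than 70 cells counted for a yeast strain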;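 note: median GFP fluorescence of the barcode-gated MEP2-GFP cells per well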
LAP4 TOR yeast: modulators of TOR pathway LAP4-GFP in S. cerevisiae; S. cerevisiae LAP4-GFP multiplex, flow cytometry GFP, 3 h; median GFP as percent of DMSO wells; GFP response vs DMSO, % at 10 µM; hit rate 0.34% among 320,000;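 active = GFP response vs DMSO above a set limit, about the screen mean plus 3 SD, cut at about 150% in these data; inconclusive = under 70 cell events counted for the yeast strain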
An asterisk follows results filed as active; u = inconclusive; x = not tested or not shown; [ ] = dose if it differs, or a comment.

SMILES | AHR act | proCasp7 act | proCasp3 act | CIT2 TOR yeast | AGP1 TOR yeast | RPL19A TOR yeast | MEP2 TOR yeast | LAP4 TOR yeast
Cc1cccc(Nc2nc(N3CCCCC3)nc(N3CCCCC3)n2)c1 | 1.9 | 5.1 | 0.1 | 95.3 | 95.5 | 96.4 | 96.6 | 110.0
CC12CC3(C)CC(C)(C1)CC(C(N)=O)(C2)C3 | 3.5 | 2.9 | 7.0 | 103.3 | 97.3 | 98.2 | 98.0 | 116.5
Cc1ccnc(-n2sc3ccccc3c2=O)n1 | 98.3* | -51.4 | -41.8 | 86.6 | 97.1 | 99.5 | 100.6 | 114.6
CCc1nnc(NC(=O)CCC(=O)NC2CCCC2)s1 | 3.7 | -4.0 | 7.8 | 106.8 | 102.8 | 99.8 | 102.7 | 96.6
Cc1ccccc1OCC(=O)NCCc1nc2ccccc2[nH]1 | 7.7 | -8.2 | 15.8 | 100.3 | 106.0 | 109.9 | 105.7 | 101.2
Cc1cc2nc(-c3ccc(SCc4ccccc4C#N)nc3)[nH]c2cc1C | 6.5 | 2.8 | -0.6 | 89.8 | 98.8 | 94.7 | 99.5 | 102.8
CCn1cc(CN2N=C(C)CC2c2ccccc2)c(C)n1 (stereo unspecified) | 2.0 | -8.2 | 3.9 | 105.2 | 102.7 | 103.7 | 104.0 | 88.9
Cc1ccc(C)c(OCc2cc(C(=O)N3C[C@@H](C)O[C@@H](C)C3)no2)c1 | 14.0 | -0.5 | 0.6 | 99.0 | 104.0 | 110.4 | 112.7 | 112.0
NC(=O)CNC(=O)[C@@H]1CC2(CC(c3ccc(Cl)cc3)=NO2)CN1C(=O)c1ccc(Br)cc1 (stereo partly specified) | 0.4 | 0.6 | -6.7 | 66.6 | 77.4 | 92.6 | 90.5 | 124.6
COc1cc(OC)c(OC)cc1CN1CCCC(C(=O)N2CCCCC2)C1 (stereo unspecified) | -0.2 | 3.1 | 2.9 | 100.1 | 103.3 | 103.8 | 108.2 | 102.3
CC(C)CC(N=Cc1c(O)c2ccccc2oc1=O)C(=O)O (stereo unspecified) | 2.9 | -4.3 | -3.6 | 126.0 | 108.0 | 101.9 | 110.5 | 110.9
CCOC(=O)C1(Cc2cccc(Cl)c2)CCCN(CCO)C1 (stereo unspecified) | 2.2 | 3.5 | 6.2 | 104.1 | 102.1 | 98.7 | 107.6 | 91.8
CC(C)C[C@H](NC(=O)C1(c2ccccc2)CCN(C(=O)OC(C)(C)C)CC1)C(=O)N1CCC[C@H]1C(=O)O | -0.6 | -3.6 | 1.9 | 98.6 | 102.0 | 98.9 | 105.8 | 103.5
COc1cccc(CN(C)Cc2nc(Cc3ccccc3Cl)no2)c1 | -1.1 | 1.1 | -0.2 | 90.8 | 97.2 | 94.9 | 98.3 | 98.0
Cc1ccccc1OCc1nc2ccccc2c(=O)n1NC(=O)c1ccco1 | 11.5 | 5.4 | 1.0 | 84.3 | 85.3 | 86.8 | 89.3 | 77.0
Cc1onc(-c2ccccc2)c1C(=O)Nc1ccc(S(=O)(=O)NC2=NCCCCC2)cc1 | 4.5 | 10.1 | -0.3 | 100.8 | 107.2 | 110.3 | 110.2 | 105.8
O=C(NCc1nc2ccccc2[nH]1)C1=C[C@H](c2ccc(C(F)(F)F)cc2)C[C@H](OCCCCO)O1 | 21.6 | 3.7 | 2.6 | 97.9 | 98.1 | 100.1 | 99.5 | 102.3
N#Cc1c(-c2ccccc2)ccn(Cc2ccc(Cl)cc2)c1=O | 4.2 | -2.4 | 0.0 | 100.5 | 102.1 | 103.0 | 103.8 | 102.5
O=C(CSc1nnc2c3ccccc3c3ccccc3c2n1)Nc1ccccc1F | 68.4* | 7.4 | -9.0 | 116.3 | x | 101.8 | 107.4 | 106.2
OC1(c2ccccc2F)CCN(Cc2nnc(-c3ccccc3)o2)CC1 | 2.0 | 0.6 | -3.5 | 104.9 | 101.6 | 100.9 | 101.7 | 103.3
CCSc1nnc(Cc2cc(=O)[nH]c(=O)[nH]2)n1-c1ccc(Cl)cc1 | -2.2 | 7.5 | 10.0 | 103.7 | 100.9 | 101.3 | 98.9 | 98.3
CNc1ccc(/C=C(\C#N)c2ccccn2)cc1[N+](=O)[O-] | 7.5 | 5.4 | -2.1 | 96.1 | 98.0 | 98.5 | 90.7 | 90.0
O=C(NNc1cccc(Cl)n1)Nc1ccccc1Cl | 3.9 | -9.2 | 8.3 | 90.1 | 99.9 | 101.0 | 101.9 | 102.0
COc1cc(OC)c(C(=O)OCN2C(=O)c3ccccc3C2=O)cc1OC | 0.1 | -1.1 | 2.1 | 107.6 | 100.3 | 97.0 | 103.8 | 92.8
C/C(=N/NC(=O)Nc1ccccc1)c1ccc(C)cc1 | 104.9* | -3.0 | 4.9 | 97.8 | 83.6 | 99.9 | 106.4 | 91.3
Cc1ccc(NC(=O)C(=O)c2ccc(C)cc2)cc1 | -7.4 | 10.4 | 5.2 | 84.2 | 87.6 | 92.7 | 93.3 | 92.6
Cc1ccc(OC(=O)c2cncc(Br)c2)c(C)c1 | 5.4 | -0.4 | -2.9 | 98.9 | 96.8 | 100.9 | 108.3 | 94.7
O=C(Nc1nncs1)c1cc(S(=O)(=O)N2CCOCC2)ccc1Cl | -0.3 | -11.3 | -12.4 | u | 21.5[may fluoresce violet] | 70.5[may fluoresce violet] | 148.7[may fluoresce violet] | 91.6[may fluoresce violet]
CCC(CO)NCc1ccc(OCC(O)c2ccccc2)c(OC)c1 (stereo unspecified) | -3.2 | -3.4 | 4.1 | 109.5 | 103.2 | 103.8 | 102.1 | 97.5
Cc1cccc(C(=O)O[C@@H]2[C@H](Cc3ccccc3)NS(=O)(=O)[C@H]3C[C@@H]4C=C[C@]23O4)c1 | -0.3 | -2.7 | -5.1 | 97.9 | 96.2 | 96.3 | 86.7 | 99.1

Of the compounds above, 2 have a COOH group.
SMILES | AHR act | proCasp7 act | proCasp3 act | CIT2 TOR yeast | AGP1 TOR yeast | RPL19A TOR yeast | MEP2 TOR yeast | LAP4 TOR yeast
CC(C)CC(N=Cc1c(O)c2ccccc2oc1=O)C(=O)O (stereo unspecified) | 2.9 | -4.3 | -3.6 | 126.0 | 108.0 | 101.9 | 110.5 | 110.9
CC(C)C[C@H](NC(=O)C1(c2ccccc2)CCN(C(=O)OC(C)(C)C)CC1)C(=O)N1CCC[C@H]1C(=O)O | -0.6 | -3.6 | 1.9 | 98.6 | 102.0 | 98.9 | 105.8 | 103.5

Just proCasp3 act and LAP4 TOR yeast, for some of the entries so far:
canonical_smiles | proCasp3 act | LAP4 TOR yeast
CCOC(=O)C1(Cc2cccc(Cl)c2)CCCN(CCO)C1 (stereo unspecified) | 6.2 | 91.8
CC(C)C[C@H](NC(=O)C1(c2ccccc2)CCN(C(=O)OC(C)(C)C)CC1)C(=O)N1CCC[C@H]1C(=O)O | 1.9 | 103.5

Further structures.
SMILES | AHR act | proCasp7 act | proCasp3 act | CIT2 TOR yeast | AGP1 TOR yeast | RPL19A TOR yeast | MEP2 TOR yeast | LAP4 TOR yeast
COc1cccc(CN2CCN(C(=O)c3ccco3)CC2)c1 | -3.8 | 15.7 | -3.8 | 100.8 | 102.7 | 101.7 | 96.5 | 88.6
O=C(Nc1cc(Cl)ccc1Cl)C1Cc2ccccc2O/C1=N\O (stereo unspecified) | x | x | x | 89.6 | 96.4 | 102.2 | 106.5 | 116.1
Cc1cc(=O)[nH]c(N)n1 | -0.2 | 2.4 | 6.9 | 107.2 | 106.0 | 97.8 | 101.3 | 107.3
O=C(c1ccccc1)N(Cc1ccccc1)Cc1ccccc1 | 2.5 | 3.8 | -5.0 | 111.5 | 104.4 | 107.0 | 105.7 | 85.4
Cn1c(=O)c2c(ncn2CC(=O)N/N=C/c2c[nH]c3ccccc23)n(C)c1=O | 18.3 | -1.1 | 7.9 | 95.2 | 108.1 | 97.8 | 100.6 | 112.2
CC1(C)CC(=O)C2=C(C1)OC(N)=C([N+](=O)[O-])C2c1ccc(C#N)s1 (stereo unspecified) | 0.1 | -11.0 | 4.0 | 96.1 | 98.7 | 96.0 | 98.0 | 104.2
CC1CCCCN1C(=O)Cn1cc(C#N)c2ccccc21 (stereo unspecified) | 5.6 | 8.7 | 5.0 | 108.8 | 102.0 | 93.5 | 103.0 | 97.5
COC1(OC)N=C(NC(=O)Nc2ccccc2)C2(C#N)C(c3ccccc3)C12C#N (stereo unspecified) | 5.1 | 8.9 | -2.5 | 102.1 | 106.7 | x | 105.9 | 102.1
CC(=O)c1c(C)[nH]c(C(=O)NC(C)c2ccccc2)c1C (stereo unspecified) | 16.3 | 4.8 | 1.0 | 82.8 | 100.5 | 98.1 | 112.1 | 116.5
Cn1c(N2CCN(C(=O)NCc3ccccc3)CC2)nc2ccccc21 | -8.0 | -16.2 | -5.2 | 92.7 | 105.2 | 102.0 | 100.2 | 103.5
COCCC1CCCCN1C(=O)c1cc(COc2cccc(C(C)=O)c2)on1 (stereo unspecified) | 3.3 | 5.2 | 2.5 | 99.9 | 99.7 | 102.9 | 99.6 | 97.1
O=C(Cn1c(=O)[nH]c2sc3c(c2c1=O)CCCC3)NCC1CCCO1 (stereo unspecified) | 3.3 | 3.9 | 3.0 | 102.4 | 102.1 | 104.8 | 103.1 | 98.8
Cc1ccc(NC(=O)CN2CCc3cc4c(cc3C2C)OCCCO4)cc1 (stereo unspecified) | 2.7 | -1.5 | 5.7 | 98.7 | 103.6 | 100.0 | 101.2 | 112.5
CCN(CC)c1ccc(C(=O)O)cc1 | -1.0 | -1.5 | -2.7 | 96.7 | 93.2 | 98.1 | 96.1 | 99.0
CSc1ccccc1C(=O)N1CCN(c2cccc(Cl)c2)CC1 | -0.4 | -1.0 | 8.9 | 97.6 | 98.2 | 99.7 | 97.3 | 100.3
CCSc1nnc(CCNS(=O)(=O)c2ccc(C(C)=O)cc2)n1C | -2.3 | 2.9 | 1.4 | 100.3 | 99.1 | 101.2 | 105.7 | 100.2
COC(=O)[C@@H](NCc1cccc(CN[C@H](C(=O)OC)c2ccccc2)c1)c1ccccc1 | 0.6 | -11.6 | 9.7 | 92.6 | 85.1 | 94.6 | 92.5 | 105.5
C=CCN(CC=C)C(=S)NC(=O)Cc1cccc2ccccc12 | 20.1 | -3.0 | -10.8 | 81.4 | 90.1 | 97.0 | 98.4 | 107.1
COc1ccc(N2CCN(C(=O)CCCN3C(=O)c4cccc5cccc(c45)C3=O)CC2)cc1 | -2.0 | -8.7 | 3.5 | 103.6 | 99.6 | 104.2 | 101.5 | 98.2
O=C(Nc1ccc2[nH]c(=O)[nH]c2c1)c1ccc(Cl)c(Cl)c1 | 5.5 | 7.7 | 1.0 | 83.1 | 93.6 | 89.8 | 89.0 | 104.3
CC(C)C[C@@H](C(=O)N[C@@H](C(=O)O)c1ccccc1)N1C(=O)N2CCc3c([nH]c4ccccc34)[C@@]2(C)C1=O | 3.3 | -0.8 | -3.2 | 97.5 | 107.0 | 101.6 | 111.6 | 104.5
CN(C)c1ccc(/C=C/C=N/Nc2nc(N3CCOCC3)nc(N3CCOCC3)n2)cc1 | 0.0 | -11.4 | 1.5 | 87.5 | 99.0 | 95.8 | 96.7 | 118.7
Cc1nn(C)c(Cl)c1NC(=O)OCc1ccccc1 | 0.8 | -10.9 | 5.7 | 106.8 | 109.9 | 101.1 | 100.1 | 105.7

Source: PubChem (several laboratories)
